Jurkat tox 60K = cytotoxic compounds reducing Jurkat cell viability. 1.2% of 56,000 active. Jurkat E6.1 viability, ATP luminescence, 48 h. inhibition, % at 4 µM. AID 463;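 active means inhibition above the mean inhibition of all tested compounds plus 3 SD, cut at about 28% in these data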
M1 agonist = agonists of M1 muscarinic receptor | 3% of 64,000 active | B-score at 10 µM | CHO-M1 cells, Fluo-4 calcium fluorescence, agonist mode; stronger effect = higher value;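 active means fluorescence rise, raw or as B-score row- and column-corrected plate score, outside the 99.7% band of its plate's samples, either direction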
HEK293 NFkB inh = inhibitors of the PMA/ionomycin-induced NF-kB reporter in HEK293 cells | HEK-293 NF-kB luciferase reporter, luminescence | inhibition, % at 3 µM | 0.21% of 62,000 active;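 active means inhibition above the mean of all tested compounds plus 3 SD, cut at about 40% in these data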;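 further: 0% = stimulated DMSO wells and 100% = 10 µM reference inhibitor 5653914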
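System: NF-kB luciferase reporter HEK-293 cells | Replication: Single test | Control set: DMSO vs reference inhibitor | Evaluation: % inhibition | Schedule: 1 h pretreatment, 16 h stimulation, 37 °C | Probe or stimulus: PMA with ionomycin | Compound dosing: One dose, 3 µM | Detection: Luciferase luminescence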
tolC growth inh = blocks growth of E. coli BW25113 tolC mutant | OD615 | 2.2% of 65,000 active | growth inhibition, % at 10 µM (by protocol);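 active means growth inhibition at or above a cutoff equal to the mean over every tested compound plus 3 SD, cut at about 60% in these data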;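 further: growth measured after 20 h incubation at 37 °C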
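Test system: tolC-deleted E. coli BW25113; medium: LB with kanamycin 50 µg/mL; compound: single-point testing at 10 µM; incubation: 20 h compound exposure of bacteria at 37 °C; signal: OD at 615 nm; evaluation: growth inhibition in percent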
M1 antagonist = antagonists of rat M1 muscarinic receptor. P08482. CHO-M1 cells, Fluo-4 calcium, ACh EC80 antagonist mode; stronger effect = lower value. B-score at 10 µM. 3.4% of 64,000 active. AID 628;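 active means calcium fluorescence response, raw or row-and-column corrected B-score, differing from the plate sample mean either way at a set confidence level, mostly lower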
NADH coupling = blocks coupling enzymes of NAD/NADH assays | coupled PK/LDH NADH assays, four targets | IC50, µM (series often up to 10 µM), for inactives: at the top dose inhibition | 0.02% of 65,000 active;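 active means single-dose screening hits from any of four coupled enzyme assays that gave an IC50 when retested across doses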;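 further: the DPM-DC format reads NADH fluorescence rather than 340 nm absorbance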
TNAP act mid DEA = activators of human TNAP at intermediate phosphate acceptor. 64,000 tested, under 10 active. AID 813. activation factor at 20 µM. P05186. purified TNAP, CDP-star luminescence, 100 mM DEA, 30 min; stronger effect = higher value; scale: 0 levamisole-inhibited, 1 vehicle-only enzyme;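 active means activation factor of at least 2 at 20 µM, relative to controls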
Target sequence (P05186 whole entry, looked up): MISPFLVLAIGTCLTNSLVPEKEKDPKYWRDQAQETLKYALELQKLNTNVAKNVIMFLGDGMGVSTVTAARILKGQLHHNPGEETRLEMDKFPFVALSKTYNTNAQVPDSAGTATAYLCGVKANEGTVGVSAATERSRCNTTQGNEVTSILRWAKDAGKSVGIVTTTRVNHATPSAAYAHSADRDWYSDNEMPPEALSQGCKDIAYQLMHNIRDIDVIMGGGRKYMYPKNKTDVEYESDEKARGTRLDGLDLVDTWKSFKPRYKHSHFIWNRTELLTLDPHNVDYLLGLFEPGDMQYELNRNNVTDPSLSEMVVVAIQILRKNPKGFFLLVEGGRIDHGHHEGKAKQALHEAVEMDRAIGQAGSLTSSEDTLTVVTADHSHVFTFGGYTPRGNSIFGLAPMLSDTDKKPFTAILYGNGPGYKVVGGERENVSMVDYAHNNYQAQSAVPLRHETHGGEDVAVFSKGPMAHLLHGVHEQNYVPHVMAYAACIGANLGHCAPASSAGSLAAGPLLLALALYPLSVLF
SF1 activator = activates the human nuclear receptor SF-1 | CHO-K1 Gal4-SF-1 LBD luciferase reporter; % increase over DMSO SF-1-specific signal | 1.9% of 65,000 active | Q13285 | activation, % at 10 µM;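 active means activation above the mean activation of all tested compounds plus 3 SD, cut at about 50% in these data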
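Test system: CHO-K1 cells co-transfected with Gal4 DBD–human SF-1 LBD, 5xGal4 luciferase reporter. Quantity: 4,000 cells per well. Compound: 10 µM only. Incubation: compound added 1 h post-seeding, 20 h exposure at 37 °C, 5% CO2. Detection: SteadyLite luciferase luminescence. Replication: one test per compound.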
D1 mod = D1 dopamine receptor (human) allosteric modulation. HEK293 D1, CRE-luciferase, dopamine EC30 potentiation; actives deviate in either direction. B-score at 10 µM. P21728. 5.9% of 58,000 active;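 active means luminescence count or its row- and column-corrected plate score outside the 99.7% band of the plate's sample wells, on either side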
Target sequence (P21728 whole entry, looked up): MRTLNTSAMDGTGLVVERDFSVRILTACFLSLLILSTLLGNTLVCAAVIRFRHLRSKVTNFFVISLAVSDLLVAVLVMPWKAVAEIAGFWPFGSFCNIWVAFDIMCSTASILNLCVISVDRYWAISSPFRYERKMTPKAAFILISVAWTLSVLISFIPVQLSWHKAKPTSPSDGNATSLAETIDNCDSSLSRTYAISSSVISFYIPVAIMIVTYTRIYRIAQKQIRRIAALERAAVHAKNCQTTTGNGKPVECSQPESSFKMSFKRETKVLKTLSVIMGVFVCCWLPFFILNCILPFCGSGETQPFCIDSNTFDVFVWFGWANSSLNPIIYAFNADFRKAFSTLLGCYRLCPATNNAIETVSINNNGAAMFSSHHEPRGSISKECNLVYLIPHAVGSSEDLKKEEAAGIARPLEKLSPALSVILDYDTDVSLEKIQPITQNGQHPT
* hit, by the source's call; nt = not tested or not shown; [ ] = dose if it differs, or a comment.

Results follow in this order: HEK293 NFkB inh, D1 mod, NADH coupling, M1 agonist, tolC growth inh, TNAP act mid DEA, Jurkat tox 60K, SF1 activator, M1 antagonist
O=C(NCCc1ccccn1)c1ccc(COc2ccccc2)o1
 : 12, -0.62, 2%, 0.51, -13, 1, 3, 3, -1.3
CCN(CC)CCNC(=O)c1cc2c(-c3ccc(Cl)cc3)nn(C)c2s1
 : 6, -1.2, 5%[fluoresces], -0.55, 44, 0.9, 8, 10, -2.9*
COc1ccc(S(=O)(=O)N(Cc2ccccc2)Cc2nc3ccccc3c(=O)[nH]2)cc1
 : 4, -0.2, 3%, -0.06, -29, 1, 11, -12, -0.8
Cc1ccsc1C1C2=C(CCCC2=O)Nc2ncnn21 (configuration not stated)
 : 5, -0.68, 2%, -0.62, -5, 0.9, nt, -2, -0.056
CCOC(=O)c1cnc(-n2nc(C)cc2C)nc1N(CC)CC
 : 6, -0.14, 2%, 0.017, 63*, 1, 4, -31, 0.15
O=c1c(/C=N/O)c(Nc2ccccc2)nc2ccccn12
 : 16, 4.2*, 7%, -0.12, 12, 0.9, 6, -7, -0.19
COc1cc2[nH]c(=O)n(CCCC(=O)N3CC=C(c4ccccc4)CC3)c(=O)c2cc1OC
 : 8, nt, 7%, 2.3, 20, 0.9, nt, 3, -1
CC1=C(C(=O)Nc2ccccc2C)C(c2ccc(C)o2)N2C(=O)CSC2=N1 (configuration not stated)
 : 23, -1.2, 2%, -1.1, 6, 1, -1, -12, -0.37
O=C(CC1CCS(=O)(=O)C1)NC1CCCCC1 (configuration not stated)
 : 7, 0.06, 5%, -0.04, -22, 1.1, 6, -1, 0.85
CCOc1cc(-c2c(C#N)c(N)nc3c2CCCC3C)ccc1O (configuration not stated)
 : -2, 5.5*, 5%, 0.19, 86*, 0.9, 2, 6, -0.46
Cc1cc(N2CCN(S(=O)(=O)c3ccc4c(c3)OCCO4)CC2)n2ncnc2n1
 : -2, 4.1*, 5%, 0.7, -14, 0.9, -1, 8, -0.44
Cc1ccc(S(=O)(=O)Cc2cccc(C(=O)N3CCOCC3)c2)cc1
 : 3, 0.54, 2%, 0.59, -8, 0.9, 1, 2, 0.28
CN1CCN(c2ccc(NC(=O)c3ccc4c(c3)OCO4)cc2)CC1
 : -1, -5.1*, 8%, -1.5, -8, 0.9, 0, 61*, -1.1
Cc1ccc(Nc2nnc(SCC(=O)NCc3ccco3)s2)cc1
 : 8, -0.33, 5%, -0.25, 2, 0.9, -5, -8, -0.0078
Cc1csc(NC(=O)c2sc3nc(-c4cccs4)ccc3c2N)n1
 : 54*, -2.8*, 2%[fluoresces], 54*, 49, 0.8, -7, 50*, -1.3
CCOc1ccccc1NC(=O)Cn1cnc2c(cnn2-c2ccc(C)c(C)c2)c1=O
 : 17, nt, 6%, 0.7, -32, 0.9, 8, 5, 1.8
Nc1ccc2cn[nH]c2c1
 : nt, 1.1, 2%, -1.4, 10, 0.9, nt, 0, -0.51
CCN(CC)CCCNC(CC(=O)O)C(=O)O (configuration not stated)
 : 16, nt, 6%, 1.1, -15, 0.9, -6, -19, 0.063
O=C(c1ccsc1)N1CCN(C(=O)c2cccs2)CC1
 : 15, 0.67, 1%, -0.35, -6, 1, nt, 2, 0.061
O=C(CN1C(=O)NC2(CCc3ccccc32)C1=O)Nc1cc(C(F)(F)F)ccc1N1CCOCC1 (configuration not stated)
 : 3, nt, 6%, -0.055, 25, 0.9, -2, 8, 0.058
CC(C)CCn1cnc2c(cnn2-c2ccc(Cl)cc2)c1=O
 : 5, nt, 5%, -0.038, -3, 0.9, -6, 17, -0.47
C1=C(c2ccccc2)CCN(c2nc3ccccc3n3cnnc23)C1
 : 4, 3.2, 3%, -0.17, 19, 0.9, 1, -5, -0.0056
O=C(NC1CCCc2ccccc21)C1CCN(S(=O)(=O)c2cccc3nsnc23)CC1 (configuration not stated)
 : -2, 0.011, 8%, -0.15, -29, 0.9, -8, 8, 0.042
COC(=O)CSc1nnc(CNC(=O)c2ccco2)n1-c1ccc(F)cc1
 : 16, -0.07, 3%, 4.4*, -25, 0.9, 2, 2, -0.13
O=C(NCCN1CCOCC1)c1cc(-c2ccccc2)on1
 : -12, -0.12, 5%, -0.41, -13, 0.9, -4, 37, 0.56
COc1ccccc1CN1CCCC(C(=O)N(C)Cc2ccccc2)C1 (configuration not stated)
 : 25, -0.49, 4%, -0.56, -9, 0.9, 6, -2, -3.8*
O=C(NCCc1ccccc1)C1CCN(S(=O)(=O)c2ccc(-n3cnnn3)cc2)CC1
 : 12, nt, 9%, -1.1, -3, 0.9, 12, -4, -0.0044
CCc1ccc(-c2nc(CN3CCC(C(=O)NCc4ccc(F)cc4)CC3)c(C)o2)cc1
 : -1, -0.28, 4%, 0.032, 14, 1.1, 2, 0, -0.77
CC1(C)Cc2nc3oc4c(NCc5ccccc5)ncnc4c3cc2CO1
 : 16, 0.2, 7%[fluoresces], nt, 7, 1, 4, -7, nt
COC(=O)/C(=C1/Oc2cc3c(cc2S1)OCO3)C(F)(F)F
 : 6, 3.4*, 11%, 0.066, -11, 1, 2, 36, -0.49

The list goes on (4 carried over from the part before).
Results follow in this order: HEK293 NFkB inh, D1 mod, NADH coupling, M1 agonist, tolC growth inh, TNAP act mid DEA, Jurkat tox 60K, SF1 activator, M1 antagonist
O=C(NCCc1ccccc1)C1CCN(S(=O)(=O)c2ccc(-n3cnnn3)cc2)CC1
 : 12, nt, 9%, -1.1, -3, 0.9, 12, -4, -0.0044
CCc1ccc(-c2nc(CN3CCC(C(=O)NCc4ccc(F)cc4)CC3)c(C)o2)cc1
 : -1, -0.28, 4%, 0.032, 14, 1.1, 2, 0, -0.77
CC1(C)Cc2nc3oc4c(NCc5ccccc5)ncnc4c3cc2CO1
 : 16, 0.2, 7%[fluoresces], nt, 7, 1, 4, -7, nt
COC(=O)/C(=C1/Oc2cc3c(cc2S1)OCO3)C(F)(F)F
 : 6, 3.4*, 11%, 0.066, -11, 1, 2, 36, -0.49
CC1(C)Oc2ccc3ccc(=O)oc3c2C(N2CCCCC2)C1O (configuration not stated)
 : 3, 0.039, 7%, -2, -4, 0.9, 6, -20, 1.2
COc1ccc(-c2nn3c(C4CCCCC4)nnc3s2)cc1OC
 : nt, nt, 3%, 0.98, 13, 0.9, nt, 0, 0.026
COc1ccc(Cl)cc1NS(=O)(=O)c1cc(Cl)ccc1OC
 : nt, -0.0017, 6%, 0.22, 5, 1, nt, nt, -0.62
CCC1Oc2ccc(C)cc2N(CC(=O)NCCCN2CCCCC2CC)C1=O (configuration not stated)
 : 12, 1.2, 3%, 1.1, -1, 0.9, 0, 2, -1.4
CCCn1c(N2CCN(CC(=O)NCc3cccs3)CC2)nc2ccccc21
 : 7, -1.1, 5%, 0.8, -4, 0.9, 0, 11, -0.4
COc1ccc(S(=O)(=O)NCc2cn3c(C)csc3n2)cc1F
 : -4, 0.54, 1%, 0.83, -17, 0.9, -8, 7, -0.024
COc1ccccc1NC(=O)C(C)NS(=O)(=O)c1ccc(F)cc1 (configuration not stated)
 : 13, 0.28, 4%, -1.2, -3, 0.9, -4, 7, 0.9
CC1(C)CC(=O)C2=C(C1)NC(=O)CC2c1cc(F)ccc1F (configuration not stated)
 : 3, -0.65, 5%, 0.8, -9, 0.9, -3, -10, -1.2
COc1ccc(S(=O)(=O)N2CCC(C(N)=O)(N3CCCCC3)CC2)cc1
 : 4, -0.82, 1%, 0.04, -6, 0.9, 6, -6, 0.7
COC(=O)c1cc2sc(Cl)cc2n1CC(=O)Nc1cccc(SC)c1
 : 14, 2, 6%, 0.059, 11, 0.9, 11, -3, -0.1
Cn1cnc2cc(OC(=O)c3ccccc3)ccc21
 : 11, -0.19, 6%, -0.61, 2, 0.9, -3, -3, 1
Cn1c(NCCN2CCCCC2)cc(=O)n(C)c1=O
 : nt, nt, 2%, -2.1, 12, 0.9, nt, -3, -0.0051
CCOC(=O)CSc1nnc(Cn2c(=O)sc3ccccc32)n1C
 : 2, 0.36, 3%, 1.1, -4, 0.8, -6, 6, 0.096
Nc1c(C(=O)NCC2CCCO2)c2nc3ccccc3nc2n1-c1ccccc1 (configuration not stated)
 : 20, -1.6, 8%[fluoresces], 11*, -8, 1, -2, 16, -2.7
O=C1C2C(C(=O)N1CC1CCCO1)C1C=CC2C12CC2 (configuration not stated)
 : nt, 0.013, 5%, -0.32, -16, 0.9, nt, nt, 0.4
Cc1ccc(-c2cc(C(F)(F)F)n3nc(C(=O)N4CCCC4)cc3n2)cc1
 : 13, 1.2, 5%, -0.54, -3, 0.9, -5, -9, 0.16
C=CCNC(=O)c1ccccc1NC(=O)c1ccccc1
 : 4, 8.3*, 6%, 0.79, 12, 0.9, -7, 10, 1.4
Cc1[nH]nc2c1C(c1ccoc1)C(C#N)=C(N)O2 (configuration not stated)
 : 14, -0.36, 5%, -0.019, 3, 0.9, -2, 10, 0.59
O=C(C1CC1)N1CCc2cc(S(=O)(=O)NCCC3=CCCCC3)ccc21
 : 7, -0.14, 2%, 2.5, 74*, 1, 5, 6, 0.18
S=c1[nH]nc(-c2ccco2)n1Cc1ccccc1
 : nt, nt, 10%, -0.79, 1, 0.8, nt, 5, -0.26
CCOC(=O)/C(C(N)=NC)=C(\O)c1ccccc1
 : 17, 1.3, 9%, -0.073, -8, 0.9, -5, 2, 0.59
CCN(CC)C(=O)CSc1nnc([C@H](Cc2c[nH]c3ccccc23)NC(=O)OC(C)(C)C)o1
 : 5, -0.026, 5%, -0.58, 26, 0.9, -4, 9, 0.18
O=C(NCc1cccs1)c1nn2cccnc2c1Cl
 : -10, 0.18, 3%, -0.62, -7, 1, 2, 25, -0.24
OCCSc1nc(-c2cccnc2)nc2ccccc12
 : -6, nt, 4%, 1.4, 10, 1, nt, 1, -0.74
COc1cc(-c2nc(-c3ccccn3)no2)cc(OC)c1OC
 : -2, nt, 2%, 0.11, -1, 0.8, -1, 46, 0.34
c1ccc2[nH]c(SCc3cscn3)nc2c1
 : 2, 0.84, 4%, 0.35, 3, 1, -2, 33, -0.61
Cc1nc2cc(O)ccc2n1C
 : -3, 0.24, 8%, -0.56, -44, 0.9, 2, -4, 0.6
Cc1csc2nc(CNS(=O)(=O)c3ccc4c(c3)CCCC4)cn12
 : 3, -1.1, 4%, -1.1, -18, 0.9, 3, 15, 0.2

Screening results as filed in PubChem BioAssay.
